High-throughput results: PubChem, National Center for Advancing Translational Sciences (NCATS)
FEN1 inhibitor = inhibitors of human flap endonuclease 1; AID 588795; P39748; Potency, µM (top dose mostly 114 µM), for the others: at the top dose activity change, negative = inhibition, actives largely listed as inhibitors; Recombinant FEN1 flap cleavage, fluorescence, 15 min; 390,000 tested, 0.35% active; also: nearly all actives have a fitted effect of over 65% in size
Target sequence (P39748 whole entry, looked up): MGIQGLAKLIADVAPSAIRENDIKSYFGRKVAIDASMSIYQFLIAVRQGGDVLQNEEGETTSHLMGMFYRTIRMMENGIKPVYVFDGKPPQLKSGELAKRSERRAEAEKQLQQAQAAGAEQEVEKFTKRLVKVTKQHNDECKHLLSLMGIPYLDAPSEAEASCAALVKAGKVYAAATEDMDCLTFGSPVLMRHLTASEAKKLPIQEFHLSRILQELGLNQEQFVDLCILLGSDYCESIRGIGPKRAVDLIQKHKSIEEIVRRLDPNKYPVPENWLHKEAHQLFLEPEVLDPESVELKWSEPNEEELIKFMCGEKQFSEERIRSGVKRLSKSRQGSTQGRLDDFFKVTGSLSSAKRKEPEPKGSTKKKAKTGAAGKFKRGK
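Nuclease activity of 10 nM FEN1 was measured after 15 min of room-temperature exposure to titrated compounds, by adding 50 nM flap substrate and reading plates at 0 and 15 min.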
N370S GC = inhibits or activates N370S mutant glucocerebrosidase; N370S GC spleen homogenate, 4MU-glucoside fluorescence; P04062; 330,000 tested, 0.092% active; AID 2101; Potency, µM (top dose mostly 59.4 µM), without a hit: top-dose activity change, negative = inhibition, most hits filed as inhibitors;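 also: 0% = full enzyme activity and -100% = no enzyme basal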
TDP1 block = inhibitors of human tyrosyl-DNA phosphodiesterase TDP1; Q9NUW8; recombinant TDP1, AlphaScreen DNA substrate cleavage; Potency, µM (top dose mostly 130 µM), without a hit: top-dose activity change, negative = inhibition, most hits filed as inhibitors; 350,000 tested, 0.28% active; also: nearly all actives have a fitted effect of over 40% in size
Target sequence (Q9NUW8 whole entry, looked up): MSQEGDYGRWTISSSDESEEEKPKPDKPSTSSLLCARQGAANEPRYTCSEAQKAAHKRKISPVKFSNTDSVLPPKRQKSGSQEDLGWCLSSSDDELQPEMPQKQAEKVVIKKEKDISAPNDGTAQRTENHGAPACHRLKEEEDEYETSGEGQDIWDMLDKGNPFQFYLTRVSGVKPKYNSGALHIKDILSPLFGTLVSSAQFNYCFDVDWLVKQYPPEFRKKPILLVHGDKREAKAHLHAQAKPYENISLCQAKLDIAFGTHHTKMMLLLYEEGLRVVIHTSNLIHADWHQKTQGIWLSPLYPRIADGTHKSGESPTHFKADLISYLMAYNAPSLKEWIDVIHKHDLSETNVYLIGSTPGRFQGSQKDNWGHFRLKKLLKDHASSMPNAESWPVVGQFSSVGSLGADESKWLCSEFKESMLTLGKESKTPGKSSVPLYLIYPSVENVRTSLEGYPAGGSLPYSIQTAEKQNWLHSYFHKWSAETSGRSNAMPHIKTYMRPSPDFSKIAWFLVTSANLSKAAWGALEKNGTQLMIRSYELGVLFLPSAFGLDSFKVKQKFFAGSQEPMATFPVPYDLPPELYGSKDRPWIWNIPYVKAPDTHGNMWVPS
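Steps: enzyme plus compound, 15 min RT; add biotin/phosphotyrosine-FITC oligonucleotide (15 nM final), react 5 min; add donor/acceptor beads (10 ug/ml final), 10 min; read AlphaScreen. Tdp1 at 1 nM final.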
Starred values were filed as active, the others as inactive; ? = inconclusive; . = no result given; & = joins results of further samples; [ ] = dose if it differs, or a comment. Calls follow the shape of the dose curve; as a rule, active = well fitted curve in the direction sought with a large enough effect; inconclusive = small, poorly fitted or top-dose-only effect, or another doubt; inactive = no such curve, though single readings can be large; an effect the other way counts as inactive or inconclusive. Unless noted, % is scaled to controls: 0 for no effect and ±100 for the full control effect; potency is read from the fitted curve at half-maximal effect.

item	FEN1 inhibitor	N370S GC	TDP1 block	structure
1	-6.2%	-2.2%	7.9%	CC1CN(S(=O)(=O)c2ccc(NC(=O)CCN3C(=O)c4ccccc4C3=O)cc2)CC(C)O1 (stereo not given)
2	-3.7%	0.4%	2.9%	Nc1ccnc(C(F)(F)F)c1C(=O)c1ccccc1
3	16.4%	0.5%	1.0%	CCNC(=S)N(Cc1ccc2c(c1)OCO2)C1CC(=O)N(c2ccc(F)cc2)C1=O (stereo not given)
4	0.2%	22.5%	6.8%	CCCCNC(=O)c1cc2c(=O)n3cccc(C)c3nc2n(CCN2CCOCC2)c1=N
5	-0.3%	4.6%	-2.3%	CCOc1ccc(NC(=O)CCS(=O)(=O)c2cccc3nsnc23)cc1
6	-2.3%	-18.4%	3.2%	CN1c2ccccc2C(O)=C(C(=S)Nc2ccc(Cl)cc2)S1(=O)=O
7	-8.1%	?	-4.2%	CC(=O)C(Sc1nc(NC(C)(C)C)nc(N(C)C)n1)C(C)=O
8	2.3%	19.1%	2.7%	N#Cc1c(N)nc2c(c1N)CC(C(F)(F)F)O2 (stereo not given)
9	15.0%	-10.9%	1.6%	COc1ccc(/C=C(\C#N)C(=O)OCC(=O)NC2CC2)cc1
10	-0.8%	1.7%	7.9%	O=C(Nc1cccc2ccccc12)N(CCO)C1CCS(=O)(=O)C1 (stereo not given)
11	-3.0%&-15.2%	-0.8%	0.0%&-10.1%	CCOc1ccc(CCNC(=O)C(C)n2nc(C)n3c(cc4occc43)c2=O)cc1OCC (stereo not given)
12	-12.7%	-2.9%	3.7%	CCCNC(=S)NC1CC2CCCC(C1)N2Cc1ccc(F)cc1 (stereo not given)
13	-12.1%	2.8%	7.0%	COc1cc2nc(NCC3CCCO3)n3nc(-c4cccnc4)nc3c2cc1OC (stereo not given)
14	8.9%	4.4%	-4.5%	COc1ccccc1NC(=O)CN(C)S(=O)(=O)c1ccc(F)cc1
15	21.3%	.	-0.7%[56.1 µM]	Cc1ccc(C(=O)NC(=S)N2CCCCCC2)cc1
16	19.9%	1.1%	0.6%	CCOC(=O)c1cc2c(nc1NC(=S)Nc1ccccc1)CC(C)(C)OC2
17	39.8µM*	-6.7%	6.2%	CC1=NC(Nc2nc(C)c3ccccc3n2)=NC(C)(C)C1
18	-18.0%	2.7%	2.7%	CCN(CC)S(=O)(=O)c1ccc(NCC2COc3ccccc3O2)c([N+](=O)[O-])c1 (stereo not given)
19	4.0%	?	2.7%	CC(=O)c1ccccc1NC(=O)COC(=O)/C=C/c1ccc(C)o1
20	0.3%	0.8%	-15.3%	COc1ccc(S(=O)(=O)N(C)CC(=O)NCCCN2CCOCC2)cc1Cl
21	-8.4%	.	1.0%	N/C(=N\OC(=O)C1CCCCC1)c1ccccn1
22	15.6%	-1.5%	.	Cc1nnc(Oc2ccc([N+](=O)[O-])cc2)c2ccccc12
23	-5.0%	5.0%	7.5%	Cc1cc(C(=O)CSc2nnnn2-c2ccc(O)cc2)c(C)n1C
24	5.5%	-2.2%	.	C=C(C)CN(CC)C(=O)CC1C(=O)NCCN1CC(C)(C)C (stereo not given)

Next part, starting with the last 7 of the part before.
item	FEN1 inhibitor	N370S GC	TDP1 block	structure
18	-18.0%	2.7%	2.7%	CCN(CC)S(=O)(=O)c1ccc(NCC2COc3ccccc3O2)c([N+](=O)[O-])c1 (stereo not given)
19	4.0%	?	2.7%	CC(=O)c1ccccc1NC(=O)COC(=O)/C=C/c1ccc(C)o1
20	0.3%	0.8%	-15.3%	COc1ccc(S(=O)(=O)N(C)CC(=O)NCCCN2CCOCC2)cc1Cl
21	-8.4%	.	1.0%	N/C(=N\OC(=O)C1CCCCC1)c1ccccn1
22	15.6%	-1.5%	.	Cc1nnc(Oc2ccc([N+](=O)[O-])cc2)c2ccccc12
23	-5.0%	5.0%	7.5%	Cc1cc(C(=O)CSc2nnnn2-c2ccc(O)cc2)c(C)n1C
24	5.5%	-2.2%	.	C=C(C)CN(CC)C(=O)CC1C(=O)NCCN1CC(C)(C)C (stereo not given)
25	-11.7%	0.1%	3.8%	CCCCN(C)C(=O)C1CCN(Cc2cccc(OCc3ccccc3)c2)CC1
26	6.3%	0.4%	0.7%	CCOC(=O)c1[nH]c2ccc(OC)cc2c1NC(=O)CCN1CCC(C)CC1
27	.	10.6%	6.0%	CC1(C)NC(=O)N(CCCCOc2ccccc2[N+](=O)[O-])C1=O
28	35.5µM*	.	0.0%	COc1cc(OC)c(NC(=O)CCCn2nc(C)c3sc4ccccc4c3c2=O)cc1Cl
29	15.9%	0.2%	0.3%	CCOc1ccc(CCNC(=O)CCn2nc(C)c3c(C)n(-c4ccccc4)nc3c2=O)cc1
30	?	-17.8%	.	Nc1cccc(-c2nc3ccc(C(=O)c4ccccc4)cc3[nH]2)c1
31	2.7%	.	0.0%	COc1ccc(NC(=O)Cn2nc(C)c3nn(-c4ccc(Cl)cc4)c(C)c3c2=O)cc1
32	-0.9%	-9.8%	5.2%	COC(=O)Cc1c(C)nc2nc(-c3cccnc3)[nH]n2c1=O
33	-3.4%	-14.7%	.	Cc1ccc(-c2cc(C(=O)NCCCN3CCOCC3)c3ccccc3n2)cc1
34	.	2.2%	3.0%	CCCCNc1c(N)n(CCCC)c(=O)[nH]c1=O
35	3.3%	15.4%	2.1%	CCn1c(SCc2ccc(Cl)cc2Cl)nc2nc3c(cc2c1=O)CCCC3
36	12.6%	1.5%	-14.8%	O=C(CSc1nc2ccccc2[nH]1)NCc1ccc2c(c1)OCO2
37	-0.2%	.	1.1%	CCn1c(SCC(=O)N(C)C2CCCCC2)nc2cc(S(N)(=O)=O)ccc21
38	3.4%	.	-4.5%	COc1ccc(OC)c(NC(=O)C(C)n2c(=O)cc(C)c3c(C)nn(-c4ccccc4)c32)c1 (stereo not given)
39	0.4%	.	1.4%	CCOc1ccccc1/C=C/C(=O)N1CCN(C(=O)c2ccco2)CC1
40	18.5%	-2.6%	1.2%	CC(C(=O)O)n1cc(Cl)cn1 (stereo not given)
41	13.6%	.	-4.5%	CCOC(=O)c1c(NC(=O)c2cc(-c3ccc(OC)c(OC)c3)on2)sc(C)c1C
42	-1.3%	.	-2.0%	COc1ccc(CCN2C(=O)C3C4C=CC(C3C2=O)C2C(=O)N(CCc3ccc(OC)c(OC)c3)C(=O)C42)cc1OC (stereo not given)
43	-10.8%	-6.9%	-9.6%	CCN(CC(=O)Nc1ccc(C(=O)OC)cc1)Cc1ccccc1
44	17.9%	.	-1.0%	CCOc1ccc(CCNC(=O)Cn2nc(CC)n3c(cc4c(OC)cccc43)c2=O)cc1OCC
45	4.4%	.	5.8%	CCN(CC)C(=O)Cn1c(=O)cc(C)c2c(C)nn(C)c21
46	1.2%	-10.9%	3.7%	Cc1ccc(C(=O)N/N=C\C=C\c2ccccc2[N+](=O)[O-])cn1
47	7.3%	.	-1.1%	Nn1c(SCC(=O)N2CCCCCC2)nnc1-c1ccncc1
48	-1.4%	.	-1.2%	COc1ccc(CNC(=O)C2CCN(S(=O)(=O)c3cn(C)cn3)CC2)cc1
49	14.1%	.	1.3%	CCOc1ccc(NC(=O)Cn2cc(C(=O)c3ccc(C)c(C)c3)c(=O)c3cc(OC)c(OC)cc32)cc1
50	3.2%	.	-2.8%	Cc1ccc(NC(=O)COC(=O)C2COc3ccccc3O2)cc1 (stereo not given)
51	-7.3%	-6.0%	-1.2%	CCCCC(=O)Nc1ccc(C(=O)NCCc2ccc(S(N)(=O)=O)cc2)cc1
52	-6.9%	-4.5%	4.7%	CCC(C)c1ccc(OCCn2cc(/C=N/NC(=O)CSc3nnc(C)s3)c3ccccc32)cc1 (stereo not given)
53	-4.6%	-15.9%	0.8%	Cc1nn(C)c(C(=O)N/N=C/c2cccnc2)c1Br
54	-3.8%	19.8%	4.2%	CCN1C(=O)/C(=C/c2nc3ccccc3c(=O)n2-c2ccc(C)cc2)c2ccccc21
55	-12.2%	19.4%	5.0%	O=C(Nc1nnc(SCc2ccc(F)cc2)s1)C1Cc2ccccc2CN1C(=O)c1ccco1 (stereo not given)
56	3.4%	2.4%	3.8%	CCNC(=O)CCSc1nc(C)cc(C)n1
57	1.0%	.	8.8%	CCCC(=O)OCc1cnc(C)c2oc(=O)c(C(=O)Nc3ccc(F)cc3C)cc12
58	-12.5%	10.6%	4.4%	COc1ccc(NC(=O)CN2C(=O)C(c3ccccc3)=NC23CCCCCC3)cc1OC
59	0.7%	-5.9%	7.2%	O=C(O)c1ccc(OCCn2ccnc2)cc1
60	-9.0%	-12.1%	2.6%	CCN(CC)CCN1C(=O)C(=O)/C(=C(/O)c2ccc(S(=O)(=O)N3CCOCC3)cc2)C1c1ccc(C)cc1 (stereo not given)
61	15.5%	-4.7%	.	O=C(CSc1n[nH]c(=O)n1Cc1ccco1)c1ccc2c(c1)OCCO2
62	?	-0.5%	5.3%	O=c1c(Cl)c(O)c2cccc3c4ccccc4n1c23
63	-6.1%	-7.0%	6.9%	CC(C)c1onc(C(=O)Nc2cccc(Cl)c2)c1[N+](=O)[O-]
64	-9.1%	.	-5.1%	Cc1ccc(S(=O)(=O)NCC(=O)OCCOc2ccc(Br)cc2)cc1
65	-2.2%	-11.5%	4.9%	Cc1ccnc(NC(=O)CCC(=O)N(CC(=O)NC(C)(C)C)Cc2ccc3c(c2)OCO3)c1
66	1.6%	-4.3%	2.8%	CCc1cc2cccc(C)c2nc1SCC(=O)NC1CCCC1
67	12.3%	1.3%	.	COc1ccc(C)cc1Nc1n[n+](C)c(-c2ccc(O)cc2O)s1
68	-12.2%	1.4%	-2.5%	CC(C)N(C(=O)C(F)(F)F)C(C(=O)NC1CCCCC1)c1ccncc1 (stereo not given)
69	0.4%	1.1%	?	CN(C)c1ccc(S(=O)(=O)N(C)C)cc1NC(=O)Cc1cccc2ccccc12
70	-20.5%	-2.1%	0.5%	CC(=O)Nc1ccc(NC(=O)c2cccc(C(=O)OC(C)C)n2)cc1
71	-17.6%	-1.0%	2.6%	O=C(CC1SC(=Nc2ccccc2)N(CCCO)C1=O)Nc1ccc(Cl)cc1 (stereo not given)
72	0.4%	-14.6%	-7.6%	Cc1cc(C)nc(SCc2nnc(SCC(=O)O)n2-c2ccccc2)n1
73	0.2%	1.6%	.	COc1ccc(F)c(CN2CCN(CCc3ccccc3)C(CCO)C2)c1 (stereo not given)
74	79.4µM*	-0.9%	.	CC(C)Oc1ccc(C(=O)N/N=C/c2ccc(-c3ccc(S(=O)(=O)Nc4ncccn4)cc3)o2)cc1
75	-7.4%	-0.2%	.	COc1ccc(C(=O)NN=C2CCCC2)cc1
76	-1.9%	-8.8%	5.0%	CCOC(=O)c1cc2occc2n1CC(=O)NC1CCC(C)CC1 (stereo not given)
77	1.1%	-4.5%	-2.3%	CCCc1nc2c(nnn2Cc2ccccc2Cl)c(=O)[nH]1
78	0.3%	18.2%	4.1%	COc1cccc(NC(=O)COC(=O)c2nc3nccc(C)n3n2)c1
79	-17.5%	.	1.2%	COc1ccccc1NC(=O)CCCOc1cc(=O)n(C)c2ccccc12
80	2.8%	-4.9%	0.0%	CC(=O)N[C@H]1C[C@@H]1c1ccccc1

Following part.
item	FEN1 inhibitor	N370S GC	TDP1 block	structure
81	-6.5%	-7.9%	3.9%	CC(=O)Cn1c(CN2CCN(C(=O)c3ccco3)CC2)nc2c1c(=O)n(C)c(=O)n2C
82	-1.2%	.	7.3%	CC(=O)c1ccc(N2CCN(C(=O)c3cn(C)c(=O)c4c3c3ccccc3n4C)CC2)cc1
83	20.5%	.	5.2%	Cc1cc(C)c(NC(=O)CSc2nnc3[nH]c(=O)cc(C)n23)c(C)c1
84	14.6%	.	2.7%	COc1ccc(C(CNC(=O)c2ccc(OCc3ccccc3)cc2)N2CCOCC2)cc1 (stereo not given)
85	14.9%	-2.3%	4.2%	O=C(O)CN(C1CCCCC1)S(=O)(=O)c1ccc(F)cc1
86	-3.2%	-6.4%	.	CC(Oc1ccc(F)cc1)C(=O)Nc1nc(-c2ccccn2)cs1 (stereo not given)
87	-21.5%	.	0.2%	COc1ccccc1N(C)S(=O)(=O)c1ccc(C(=O)NCC2CCCCC2)cc1
88	6.0%	-1.7%	.	O=c1c2cc([N+](=O)[O-])ccc2nc2n1CCC2

Quoted at random: 2 records from the list.
item	FEN1 inhibitor	N370S GC	TDP1 block	structure
83	20.5%	.	5.2%	Cc1cc(C)c(NC(=O)CSc2nnc3[nH]c(=O)cc(C)n23)c(C)c1
85	14.9%	-2.3%	4.2%	O=C(O)CN(C1CCCCC1)S(=O)(=O)c1ccc(F)cc1

The order is random; any-hit rate near 0.57%.
